# STEP inh – STEP phosphatase inhibitors, primary screen, biochemical, fluorescence intensity, uHTS. recombinant STEP, OMFP fluorogenic substrate. inhibition, % at 20 µM. Tyrosine-protein phosphatase non-receptor type 5 (Homo sapiens), P54829. hit rate 0.25% among 360,000;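 active means inhibition at 20 µM, scaled per plate between control wells, above about 37%, limit read from the data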;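 further: 0% = DMSO with enzyme and substrate and 100% = substrate only without enzyme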
#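 Assay system: isolated STEP enzyme / Timing: 20 min at room temperature, dark / Doses: 20 µM, 1% DMSO / Technique: fluorescence intensity, excitation 480 nm, emission 540 nm / Reagent: fluorogenic phosphatase substrate OMFP at 25 µM final / Measure: percent inhibition scaled to no-enzyme and uninhibited-enzyme controls, plate-pattern corrected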
# LMPTP inh – LMPTP phosphatase inhibitors, primary screen, biochemical, fluorescence intensity, uHTS | Low molecular weight phosphotyrosine protein phosphatase (Homo sapiens), P24666 | recombinant LMPTP-A, OMFP fluorogenic substrate | inhibition, % at 20 µM | hit rate 0.22% among 360,000 | AID 651560, 2012;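 active means compounds that cut the enzyme signal by at least half of the control window in the single-dose screen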;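 further: plate controls were DMSO wells with enzyme plus substrate for no effect and substrate without enzyme for full effect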
#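 Test system: LMPTP-A phosphatase enzyme. Amount: LMPTP-A at 0.625 nM final in the reaction. Reagent: OMFP substrate, 400 µM final. Times: 50 min at room temperature. Signal: endpoint fluorescence intensity from OMFP dephosphorylation. Read-out basis: % inhibition. Benchmarks: no-enzyme and uninhibited controls.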
# Scp1 inh – Scp-1 phosphatase inhibitors, primary screen, biochemical, colorimetric, uHTS | Recombinant Scp1, phosphopeptide, malachite green phosphate absorbance | inhibition, % at 20 µM | hit rate 0.88% among 340,000 | AID 493091, 2011;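 active means inhibition above about 50% at 20 µM, limit read from the data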;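 further: plate controls were DMSO wells with enzyme for no effect and wells lacking enzyme for full effect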
#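 Assay system: SCP-1 catalytic fragment, aa 76-261 | Buffer or medium: Tris acetate buffer pH 5.5 with MgCl2 and Tween-20 | Compound: One concentration, 20 µM, with 1.0% DMSO | Also added: Phospho 17-mer peptide substrate | Signal: Absorbance at 630 nm | Incubation: 45 min enzyme reaction at room temperature | Measure: % inhibition of SCP-1 phosphate liberation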
# CSN deneddyl inh – inhibitors of CSN-mediated cullin deneddylation, primary screen, biochemical, fluorescence polarization, uHTS. COP9 signalosome complex subunit 5 (Homo sapiens), Q92905. Purified CSN, SCF-Nedd8-OG deneddylation. inhibition, % at 12.5 µM. hit rate 0.38% among 360,000. AID 651999, 2013;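 active means pattern-corrected inhibition above about 35%, with an unprinted fluorescence ratio check between 0.5 and 1.5, limit read from the data, passing the limit was not always enough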;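 further: 0% = enzyme with substrate and 100% = substrate without enzyme; some results filed as inactive read as strong as hits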
#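 Material: purified human Csn5 enzyme expressed in HEK293T cells / Medium: Tris buffer pH 7.5, NaCl, DTT, Tween-20, trehalose, ovalbumin / Compound dosing: 12.5 µM single point / Schedule: 90 min incubation of compound, enzyme and substrate at room temperature / Signal: fluorescence polarization of the substrate / Control set: no-enzyme wells high, enzyme-with-substrate wells low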
# NadD inh – inhibitors of S. aureus NadD, primary screen, biochemical, colorimetric, uHTS; hit rate 0.78% among 360,000; AID 602399, 2012; inhibition, % at 20 µM; purified NadD enzyme, colorimetric absorbance read-out; in the data active means inhibition above about 26%; further: some compounds past the cut are filed as inactive
# SUMO1 PPI mod – modulators of SUMO1 protein-protein interactions, primary screen, biochemical, uHTS | Small ubiquitin-related modifier 1 (Homo sapiens), P63165 | SUMO1 binding to a labelled peptide, TR-FRET, 1 h | inhibition, % at 20 µM | hit rate 0.33% among 360,000 | AID 602429, 2012; in the data active means inhibition above about 37%
# DNMT1 block – human DNMT1 methyltransferase inhibitors, primary screen, biochemical, molecular beacon, fluorescence, HinP1I cleavage, uHTS; DNA (cytosine-5)-methyltransferase 1 (Homo sapiens), P26358; inhibition (reported as % activation of signal), % at 10 µM; hit rate 0.83% among 360,000; AID 588458, 2011; in the data active means inhibition above about 50%
# Target sequence (P26358 504-1616 limits assumed): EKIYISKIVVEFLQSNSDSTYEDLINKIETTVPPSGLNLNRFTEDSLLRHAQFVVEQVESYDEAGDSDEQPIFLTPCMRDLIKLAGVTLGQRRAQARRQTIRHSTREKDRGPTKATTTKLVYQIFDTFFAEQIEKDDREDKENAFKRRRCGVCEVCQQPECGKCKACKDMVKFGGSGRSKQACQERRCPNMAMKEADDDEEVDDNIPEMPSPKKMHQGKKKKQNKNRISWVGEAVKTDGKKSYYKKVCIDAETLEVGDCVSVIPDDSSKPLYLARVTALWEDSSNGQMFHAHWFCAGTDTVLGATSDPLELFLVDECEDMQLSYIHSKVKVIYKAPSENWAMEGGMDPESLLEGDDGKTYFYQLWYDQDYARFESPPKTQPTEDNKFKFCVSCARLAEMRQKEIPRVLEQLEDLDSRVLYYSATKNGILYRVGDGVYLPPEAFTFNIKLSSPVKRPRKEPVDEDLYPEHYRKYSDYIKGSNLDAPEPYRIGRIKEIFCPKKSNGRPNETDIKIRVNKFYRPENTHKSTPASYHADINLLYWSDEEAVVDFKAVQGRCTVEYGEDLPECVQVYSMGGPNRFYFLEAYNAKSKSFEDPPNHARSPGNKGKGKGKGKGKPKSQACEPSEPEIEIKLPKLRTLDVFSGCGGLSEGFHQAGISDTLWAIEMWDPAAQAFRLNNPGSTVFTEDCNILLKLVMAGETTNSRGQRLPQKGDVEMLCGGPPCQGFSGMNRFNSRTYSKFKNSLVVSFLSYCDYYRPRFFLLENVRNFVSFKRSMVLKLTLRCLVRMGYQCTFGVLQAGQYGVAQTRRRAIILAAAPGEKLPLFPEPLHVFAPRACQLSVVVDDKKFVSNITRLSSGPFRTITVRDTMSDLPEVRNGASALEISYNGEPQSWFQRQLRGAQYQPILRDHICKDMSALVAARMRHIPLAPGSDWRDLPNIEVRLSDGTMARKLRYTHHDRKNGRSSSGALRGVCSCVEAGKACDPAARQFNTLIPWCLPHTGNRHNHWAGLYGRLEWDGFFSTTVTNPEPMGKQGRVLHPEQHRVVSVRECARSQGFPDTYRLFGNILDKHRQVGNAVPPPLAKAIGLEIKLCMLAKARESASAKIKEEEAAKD
# Rpn11 inh – Rpn11 (PSMD14) deubiquitinase inhibitors, primary screen, biochemical, fluorescence polarization, uHTS; human 26S proteasome, Ub4-pepOG fluorescence polarization; 20S core pre-blocked with epoxomicin; calls only at 20 µM; 26S proteasome non-ATPase regulatory subunit 14 (Homo sapiens), O00487; hit rate 0.59% among 360,000; AID 588493, 2011;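 active means inhibition at 20 µM, scaled to each plate's controls, above about 33%, limit read from the data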
# Neddyl block – inhibitors of cullin neddylation, primary screen, biochemical, TR-FRET, uHTS, NAE and Ubc12; NEDD8-conjugating enzyme Ubc12 (Homo sapiens) + NEDD8-activating enzyme E1 regulatory …; calls only at 25 µM; hit rate 0.58% among 360,000; in the data active means inhibition above about 36%
# Rin1 Abl inh – inhibitors of Rin1-Abl protein binding, primary screen, biochemical, TR-FRET | Tyrosine-protein kinase ABL1 (Homo sapiens) + Ras and Rab interactor 1 (Homo sapiens), … | inhibition, % at 7.35 µM | hit rate 0.4% among 360,000 | AID 588664, 2011; in the data active means inhibition above about 5%, passing the limit was not always enough
# Active calls of the source: *; i = inactive; nt = not tested or not shown.
# Values run as follows: STEP inh	LMPTP inh	Scp1 inh	CSN deneddyl inh	NadD inh	SUMO1 PPI mod	DNMT1 block	Rpn11 inh	Neddyl block	Rin1 Abl inh
(1) CCn1c(=O)[nH]c(=O)c2c(N)c(C(=O)c3ccccc3OC)sc21
 : 0.4	-1.3	-2.7	-7.5	-3.4	-6.0	3.7	i	i	-3.3
(2) Cc1ccc(CN2CC(N3CCN(CC4CC4)CC3)CS2(=O)=O)cc1 (stereo not drawn)
 : -1.5	-2.0	nt	-0.5	-3.2	4.5	5.2	i	i	6.1
(3) Nc1nnc(SCC(=O)c2ccc([N+](=O)[O-])cc2)s1
 : 0.7	0.9	-2.3	2.5	3.9	-37.6	-2.1	i	i	-0.2
(4) COC(=O)/C=C/c1cnc[nH]1
 : -2.5	-2.4	-8.5	-3.0	-7.4	0.9	4.4	i	i	1.0
(5) Cc1c2c(n3c(nc4ccccc43)c1C#N)N(CCCN(C)C)CC2
 : -0.5	11.2	-6.2	-0.4	-5.7	-1.4	6.2	i	nt	-4.3
(6) OC[C@@H]1CN(Cc2cccc(C(F)(F)F)c2)C[C@H](n2cnc3c(NC4CC4)ncnc32)O1
 : 1.6	0.0	nt	-5.2	1.6	2.7	2.7	i	i	3.2
(7) CS(=O)(=O)c1cccc(C(=O)N(CCc2ccccc2)Cc2cccs2)c1
 : 0.6	-0.4	-6.4	5.8	3.9	-1.9	-1.6	i	i	1.5
(8) CN(CC(=O)Nc1ccc(S(=O)(=O)N2CCOCC2)cc1)Cc1ccc(F)cc1
 : -2.8	0.3	-5.0	26.9	-4.1	-3.6	-0.6	i	i	-2.1
(9) COc1ccc(/C=C/C(=O)NC(=S)N2CCOCC2)cc1
 : -1.1	-0.8	-4.4	-0.4	-3.3	-0.7	1.4	i	i	-0.5
(10) CC(=O)Oc1cccc(C2C3=C(CC(C)(C)CC3=O)Nc3ccccc3N2C(C)=O)c1 (stereo not drawn)
 : 1.3	-2.0	-6.0	4.2	0.5	3.2	0.9	i	i	-2.3
(11) CSCCC(NS(=O)(=O)c1ccc2[nH]c(=O)c(=O)[nH]c2c1)C(=O)O (stereo not drawn)
 : 2.2	-1.4	-6.2	-4.4	-5.1	-19.1	0.9	i	i	-2.9
(12) Cc1ccc2nc(C)cc(Nc3ccc4c(c3)OCCO4)c2c1
 : -0.3	2.9	6.0	0.3	-3.2	-4.6	10.5	i	i	-5.4
(13) O=C1/C(=C/c2ccc3c(c2)OCO3)CCC/C1=C\c1ccc2c(c1)OCO2
 : 0.2	2.2	-6.5	15.3	-2.4	2.3	12.0	i	i	-0.9
(14) COc1ccc(C(=O)COC(=O)CNC(=O)c2ccc(C)s2)c(OC)c1
 : 4.3	-0.3	2.0	-0.1	-8.1	2.5	4.8	i	i	-2.1
(15) Cc1nn(-c2ccccc2)c(C)c1/C=N\N1CCN(c2ccc(Cl)cc2)CC1
 : 3.1	5.6	-4.6	-6.0	6.1	0.2	-9.5	i	i	-1.2
(16) COc1ccc(C(=O)N/C(=C\c2cn(S(=O)(=O)N(C)C)c3ccccc23)C(=O)NC(C)C)cc1
 : 0.1	-0.3	-3.9	3.9	-1.1	1.0	-0.1	i	i	-1.6
(17) O=C1CCCC2=C1C(c1cccs1)Nc1ccccc1N2 (stereo not drawn)
 : -3.0	-0.5	1.3	2.8	-5.8	-1.8	0.1	i	i	-1.1
(18) COC(=O)CCC(=O)OC1(C)C(=O)C=C2C=C(C3CC3)N(CCc3ccccn3)C=C2C1=O (stereo not drawn)
 : 5.4	2.9	-5.8	1.7	1.7	-12.7	-6.0	i	i	3.1
(19) CN(CC(=O)Nc1ccc(Cl)cc1)CC(=O)Nc1sc2c(c1C(N)=O)CCC2
 : -0.7	0.7	nt	-0.8	2.1	8.9	-10.7	i	i	2.6
(20) COc1ccc(CCn2nnc3ccccc3c2=O)cc1OC
 : 5.7	-1.1	nt	2.6	-1.1	-6.9	-3.6	i	i	-2.9
(21) CC1CC(C)CN(CCCNC(=O)c2ccc(CS(=O)(=O)Cc3ccccc3F)o2)C1 (stereo not drawn)
 : -3.1	-1.1	6.2	-1.0	2.9	0.3	0.7	i	i	-5.8
(22) CCOC(=O)C1=C(c2ccccc2)N=C2SCC(=O)N2C1c1ccc(O)c(OC)c1 (stereo not drawn)
 : -5.9	1.1	-4.6	6.1	19.4	-9.6	-4.5	i	i	0.7
(23) CCOC(=O)C1CCN(C(=O)COc2ccc(S(=O)(=O)NC(C)C)cc2Cl)CC1
 : 2.3	-1.2	-4.2	1.0	1.8	-3.7	1.4	i	i	-1.1
(24) Cc1ccc(C(=O)Nc2ccc(NC(=O)c3ccccc3Cl)c(C)c2)cc1
 : -0.3	0.1	nt	3.7	-8.1	-14.5	4.3	i	i	2.0
(25) O=C(Nc1ccc2cn[nH]c2c1)c1ccccc1F
 : -2.9	-2.3	-4.1	-11.7	-0.1	-0.7	6.2	i	i	-1.2
(26) O=C(Nc1cc([N+](=O)[O-])ccc1N1CCOCC1)c1ccco1
 : 17.2	-1.1	-0.7	-2.0	-1.2	-18.0	1.9	i	i	-3.6
(27) CCCCn1c(SCC(=O)O)nc2ccccc21
 : -2.7	2.1	3.1	-6.1	-3.7	0.3	2.2	i	i	-2.5
(28) CCC(CC)C(=O)Nc1nnc(CCc2ccccc2)s1
 : -6.3	-2.4	-3.9	-1.6	-2.9	7.9	5.9	i	i	2.0
(29) CN1CCn2cnc(C(=O)Nc3ccc(Cl)cc3)c2C1=O
 : 0.8	0.3	nt	-3.8	3.9	-3.0	-1.7	i	i	4.1
(30) Cc1ccc(C2(C)NC(=O)N(CC(=O)N(Cc3ccccc3)C(C)(C)C)C2=O)cc1 (stereo not drawn)
 : 1.1	0.7	-4.7	0.6	0.1	7.2	-1.4	i	i	1.2
(31) CCN(CC(=O)Nc1ccc(OC)cc1)C(=O)c1ccc2c(c1)NC(=O)C(C)S2 (stereo not drawn)
 : 2.2	-0.1	-3.4	-2.0	-1.1	1.9	1.4	i	i	-1.3
(32) CCOc1ccc(-n2c(-c3ccccc3)nnc2-c2ccccc2)cc1
 : 0.4	7.5	0.2	-0.4	7.7	-6.0	7.2	i	i	-0.3
(33) Cc1cccc(CC(C)NC(=O)c2cc(COc3ccc(F)cc3F)on2)n1 (stereo not drawn)
 : -0.7	-1.0	-3.1	-1.0	-1.5	0.3	2.4	i	i	3.6
(34) COc1ccc(NC(=O)Nc2ccc(F)cc2)cn1
 : -1.3	-1.6	-13.5	-0.3	-4.8	2.5	1.6	i	i	-0.4
(35) C=CCN(C(=O)Cn1nnc2ccccc21)C(C(=O)NCCOC)c1ccc(OC)cc1OC (stereo not drawn)
 : -2.6	-1.5	-3.3	-1.2	-1.5	-2.7	3.8	i	i	-3.1
(36) CSc1nc(N)n2nc(C)cc2n1
 : -1.1	-0.9	nt	-0.5	-1.1	-1.2	-6.4	i	i	1.2
(37) CCN(Cc1ccccc1)S(=O)(=O)c1ccc(C(=O)N(CCCN(C)C)c2nc3c(C)c(C)ccc3s2)cc1
 : 5.5	5.2	7.5	2.7	0.1	-28.5	4.8	i	i	2.4
(38) Cc1ccc(C)c(CSCc2nc3ccccc3[nH]2)c1
 : 1.4	1.6	-4.0	-2.7	-4.2	1.1	0.0	i	i	4.9
(39) COCCCN1CN(S(=O)(=O)c2ccc(Cl)cc2)c2nc3ccccc3nc21
 : -1.6	-1.5	3.6	-1.4	1.2	-5.4	-5.2	i	i	-1.2
(40) Cc1ccccc1NCN1C(=O)C2C3C=CC(C3)C2C1=O (stereo not drawn)
 : 0.0	-3.1	-12.7	-3.8	5.9	-2.4	1.4	i	i	2.4

# One compound at a time, as listed above. Order of values: STEP inh	LMPTP inh	Scp1 inh	CSN deneddyl inh	NadD inh	SUMO1 PPI mod	DNMT1 block	Rpn11 inh	Neddyl block	Rin1 Abl inh
# `CCN(CC(=O)Nc1ccc(OC)cc1)C(=O)c1ccc2c(c1)NC(=O)C(C)S2` (stereo not drawn) in the list: 2.2	-0.1	-3.4	-2.0	-1.1	1.9	1.4	i	i	-1.3
# `CCCCn1c(SCC(=O)O)nc2ccccc21` in the list: -2.7	2.1	3.1	-6.1	-3.7	0.3	2.2	i	i	-2.5
# `Cc1ccccc1NCN1C(=O)C2C3C=CC(C3)C2C1=O` (stereo not drawn) in the list: 0.0	-3.1	-12.7	-3.8	5.9	-2.4	1.4	i	i	2.4
# `CCOc1ccc(-n2c(-c3ccccc3)nnc2-c2ccccc2)cc1` in the list: 0.4	7.5	0.2	-0.4	7.7	-6.0	7.2	i	i	-0.3
# `CCN(Cc1ccccc1)S(=O)(=O)c1ccc(C(=O)N(CCCN(C)C)c2nc3c(C)c(C)ccc3s2)cc1` in the list: 5.5	5.2	7.5	2.7	0.1	-28.5	4.8	i	i	2.4

# More structures follow.
# Values run as follows: STEP inh	LMPTP inh	Scp1 inh	CSN deneddyl inh	NadD inh	SUMO1 PPI mod	DNMT1 block	Rpn11 inh	Neddyl block	Rin1 Abl inh
(41) CCOc1ccc(-c2cc(CCCC(=O)NCCCOC)no2)cc1
 : 0.4	0.5	-0.3	-8.3	-14.2	-1.6	1.2	i	i	-0.4
(42) COc1cccc(C(=O)NNC(=O)C(=O)Nc2cccc(Cl)c2C)c1
 : 2.0	-0.4	9.2	6.4	9.2	1.8	1.9	i	i	-2.1
(43) COc1ccc(CN(C)C(=O)c2cnc(C)cn2)c(OC)c1OC
 : 9.3	-2.2	-4.5	1.4	-6.8	2.5	4.0	i	i	-0.9
(44) CC(C)Cc1nnc(NC(=O)c2ccc3c(c2)OCCO3)s1
 : -1.0	0.2	-2.5	1.8	-0.2	5.7	-1.6	i	i	2.3
(45) CCOC(=O)C(NCc1ccco1)(NC(=O)c1ccccc1)C(F)(F)F (stereo not drawn)
 : 0.3	-1.7	-2.2	0.2	-0.2	3.9	4.7	i	i	2.1
(46) CCOC(=O)c1c2c(n(Cc3ccccc3)c1C)C(=O)C(=O)c1ccccc1-2
 : 1.6	13.8	-7.7	33.1	1.0	16.4	93.1*	i	i	3.0
(47) COC1OC2COC(c3ccccc3)OC2C(OC(C)=O)C1OC(C)=O (stereo not drawn)
 : -2.3	-1.3	1.1	0.5	-1.0	0.9	3.1	i	i	0.9
